ROMK mod = ROMK potassium channel modulators, primary screen, cell-based, thallium flux, MLSMR library; ATP-sensitive inward rectifier potassium channel 1 (Homo sapiens), P48048; Tet-inducible ROMK, thallium flux fluorescence; actives lie on both sides; B-score at 10 µM; hit rate 2% among 130,000;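 active = signal ratio slope over the read window, or its plate-corrected B-score, at least 3 SD from the plate mean, either direction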;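 note: B-score of the F/F0 ratio slope over 7 to 12 s after thallium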
Target sequence (P48048 whole entry, looked up): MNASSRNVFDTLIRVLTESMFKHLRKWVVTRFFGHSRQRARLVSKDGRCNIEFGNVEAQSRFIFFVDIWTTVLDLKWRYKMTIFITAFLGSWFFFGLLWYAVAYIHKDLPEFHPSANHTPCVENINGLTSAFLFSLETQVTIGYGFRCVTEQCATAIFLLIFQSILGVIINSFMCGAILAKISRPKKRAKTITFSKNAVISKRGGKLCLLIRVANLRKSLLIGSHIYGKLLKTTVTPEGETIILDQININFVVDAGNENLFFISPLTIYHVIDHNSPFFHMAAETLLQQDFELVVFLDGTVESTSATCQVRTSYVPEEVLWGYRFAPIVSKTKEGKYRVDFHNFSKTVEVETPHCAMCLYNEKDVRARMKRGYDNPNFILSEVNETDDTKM
S1P3 antagonist = S1P3 receptor antagonists, primary screen, cell-based; Sphingosine 1-phosphate receptor 3 (Homo sapiens), Q99500; CHO S1P3 NFAT-BLA reporter, FRET fluorescence, antagonist mode; inhibition, % at 4.98 µM; hit rate 0.27% among 170,000; AID 485, 2006;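 active = inhibition above the plate cutoff, the mean inhibition of test wells on that plate plus 3 SD, cut at about 28% in these data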;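 note: cells challenged with S1P at its EC80 of 0.8 µM; blue over green emission ratio from cleaved BLA substrate after 4 h stimulation; 0% = S1P-stimulated wells and 100% = unstimulated DMSO-only wells; some compounds past the cut are filed as inactive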
Target sequence (Q99500 whole entry, looked up): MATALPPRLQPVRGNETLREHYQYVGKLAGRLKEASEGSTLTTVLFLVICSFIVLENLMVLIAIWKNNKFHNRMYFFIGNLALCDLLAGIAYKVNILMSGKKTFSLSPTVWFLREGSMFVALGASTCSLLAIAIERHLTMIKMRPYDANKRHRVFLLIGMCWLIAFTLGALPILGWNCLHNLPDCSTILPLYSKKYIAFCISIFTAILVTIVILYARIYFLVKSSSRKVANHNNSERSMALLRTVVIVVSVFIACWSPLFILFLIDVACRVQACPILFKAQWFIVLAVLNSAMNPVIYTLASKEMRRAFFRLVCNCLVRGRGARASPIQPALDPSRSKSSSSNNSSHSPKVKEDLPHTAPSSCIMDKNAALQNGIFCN
* hit, by the source's call; . = not tested or not shown. The list is partial; rates above refer to the full screens.

Values run as follows: ROMK mod	S1P3 antagonist
CCN(CC)c1ccc(N=Cc2c(O)n(Cc3ccco3)c(=O)[nH]c2=O)cc1
  .	13
O=C(O)CN1C(=O)CN=C(c2ccccn2)c2cc(Cl)ccc21
  .	2
O=c1[nH]c(=S)n(-c2ccccc2)c(O)c1C=NCc1ccccn1
  .	1
CCCCn1c(O)c(C(=O)/C=C/c2c[nH]c3ccccc23)c(=O)[nH]c1=O
  .	12
O=C(NC12CC3CC(CC(C3)C1)C2)OC1CN2CCC1CC2 (configuration not stated)
  .	-10
CN1C(=O)C(=Cc2cccnc2)C(=O)N(C)C1=O
  .	-6
Cn1c(O)c(/C=N/NC(=O)c2ccncc2)c(=O)n(C)c1=S
  .	-1
CCCCCCn1c(O)c(/C=N/N2CCCCCC2)c(=O)[nH]c1=O
  .	0
O=C1CN=C(c2ccc(Cl)cc2)c2oc3ccccc3c2N1
  .	12
CCCc1c(C)nc(SCC(=O)C(C)(C)C)nc1OC(=O)N(C)C
  .	-9
O=C(Cc1ccccc1)N1CCN(Cc2cccc(Br)c2)CC1
  .	-3
C[C@H]1CC[C@@]2(C)[C@@H](CC[C@@H]3[C@@H]2CC[C@]2(C)[C@@H](O)CC[C@@H]32)C1
  .	-6
O=c1[nH]c(O)c(N=Nc2ccc(SC(F)F)cc2)c(=O)[nH]1
  .	-1
CCOc1ccc(C2CC(c3c(O)n(C)c(=O)n(C)c3=O)=NN2)cc1 (configuration not stated)
  .	-4
CCOc1cccc(=NC2CCCCC2)c2c(C)[nH]c(C)c12
  .	1

Values run as follows: ROMK mod	S1P3 antagonist
CCCCn1c(O)c(C(C)=NCc2ccco2)c(=O)[nH]c1=O
  .	-8
CCC(=NCCCn1ccnc1)c1c(O)n(-c2ccccc2)c(=O)[nH]c1=O
  .	-7
Cc1c(N=Cc2c(O)n(C)c(=O)[nH]c2=O)c(=O)n(-c2ccccc2)n1C
  .	-1
N=Cc1c(O)n(-c2ccccc2)c(=O)n(-c2ccccc2)c1=O
  .	-7
O=C1CC(c2ccccc2)CN1 (configuration not stated)
  .	1
Cc1cc(/C=C2/C(=O)NC(=O)N(c3ccc(Br)cc3)C2=O)c(C)n1C
  .	-8
O=C(N/N=C/c1c(O)n(CCc2ccc(F)cc2)c(=O)[nH]c1=O)c1ccccc1
  .	-3
O=C(C(=O)N1CCOCC1)c1cn(Cc2ccc(F)cc2)c2ccccc12
  .	6
O=c1[nH]c(=S)[nH]c(O)c1N=Nc1ccc(S(=O)(=O)N2CCOCC2)cc1
  .	-21
O=C(O)c1[nH]c(=O)[nH]c(=O)c1F
  .	6
O=C(N/N=C/c1c(O)n(-c2ccccc2)c(=S)[nH]c1=O)c1ccccc1
  .	-2
Cn1c(O)c(C(=Nc2ccccc2)SCc2ccc(Cl)cc2)c(=O)n(C)c1=O
  .	-2
COc1cc2c(cc1OC)C13CCN4CC5=CCOC6CC(=O)N2C1C6C5CC43 (configuration not stated) (tested in a mixture with another compound)
  .	6
O=C1NC(=S)NC(=O)C1C1CCCCC1
  .	3
COc1ccc(C(=O)C2CCCN(Cc3cccc(C)n3)C2)c(OC)c1 (configuration not stated)
  .	7

Values run as follows: ROMK mod	S1P3 antagonist
CC[N+]12CCC(CC1)C(C(O)(c1ccccc1)c1ccccc1)C2 (configuration not stated)
  .	5
Cn1cccc1/C=C1\C(=O)NC(=O)N(Cc2ccccc2)C1=O
  .	16
CCN(CC)P(=O)(Oc1ccccc1)Oc1ccccc1
  .	2
CC(C)c1ccc(N=Nc2c(O)[nH]c(=O)[nH]c2=O)cc1
  .	-3
CN(N)N=Nc1nc2c([nH]1)c(=O)n(C)c(=O)n2C
  .	3
C[N+]1(C)C2CCC1CC(OC(=O)c1ccccc1)C2 (configuration not stated)
  .	8
Cc1ccccc1N1C(=O)NC(=O)/C(=C/c2ccc(N3CCOCC3)o2)C1=O
  .	-8
BrCC1C[n+]2c(SCc3ccccc3)nc3sc4c(c3c2O1)CCCC4 (configuration not stated)
  .	-10
CCOC(=O)c1ccc(N=C(c2ccccc2)c2c(O)n(C)c(=O)n(C)c2=O)cc1
  .	-12
COP(=O)(C#Cc1ccccc1)C(O)c1ccc(Br)cc1 (configuration not stated)
  .	12
O=c1[nH]c(=S)[nH]c(O)c1/C=N/N1CCOCC1
  .	1
C=CCn1c(O)c(C(C)=NCC2CCCO2)c(=O)[nH]c1=O (configuration not stated)
  .	-1
CCCCCCn1c(=O)c(C(=O)Nc2nc(CC(=O)OCC)cs2)c(O)c2ccccc21
  .	-16
CCCCn1c(O)c(/C=N/NC(=O)c2ccncc2)c(=O)[nH]c1=S
  .	0
N#Cc1ccc(/C=C/C(=O)O)cc1
  .	-5

One compound at a time, from the list above:
CN(N)N=Nc1nc2c([nH]1)c(=O)n(C)c(=O)n2C across the screens: ROMK mod: .; S1P3 antagonist: 3
CCCCCCn1c(=O)c(C(=O)Nc2nc(CC(=O)OCC)cs2)c(O)c2ccccc21 across the screens: ROMK mod: .; S1P3 antagonist: -16

Later entries
Values run as follows: ROMK mod	S1P3 antagonist
CN1C(=O)NC(=O)/C(=C/c2ccc([N+](=O)[O-])o2)C1=O
  .	-4
CN(C)C(=O)Oc1cccc(NC(=O)c2ccccc2C(F)(F)F)c1
  .	3
Cc1cccc(OCCn2cccc2/C=C2/C(=O)NC(=O)N(Cc3ccco3)C2=O)c1
  .	3
CCCc1nnc(NC(=O)CCC(=O)N2CCC3(CC2)OCCO3)s1
  .	-11
Cc1cc(OC(=O)N(C)C)nc(SCc2c(Cl)cccc2Cl)n1
  .	-4
CN(C)C(=O)Oc1noc2cc(Cl)ccc12
  .	15
CCOP(=S)(OCC)Oc1cc(C)oc(=O)c1Cl
  .	-10
CC(=NCCCO)c1c(O)[nH]c(=O)[nH]c1=O
  .	-24
CC(=O)c1cc(C(C)=O)c(C)[n+](C)c1C
  .	-1
C=CCn1c(O)c(/C=C2\C=Nc3ccccc32)c(=O)[nH]c1=O
  .	10
O=c1[nH]c(=O)n(CCC2=CCCCC2)c(O)c1/C=N/N1CCOCC1
  .	-15
C=CCC1(Nc2ccccc2)CC(C)N(C)CC1C (configuration not stated)
  .	12
COc1ccc(-c2nn(CCC#N)cc2C(=O)NCc2ccccc2)cc1
  .	-5
CCCCn1c(O)c(/C(C)=N/NC(=O)Nc2ccccc2)c(=O)[nH]c1=O
  .	7
O=C(O)CC1OCC=C2CN3CCC45c6ccccc6NC4C1C2CC35 (configuration not stated)
  .	2

Values run as follows: ROMK mod	S1P3 antagonist
COc1ccc2c(c1)NP(=S)(Oc1ccccc1)N2 (configuration not stated)
  .	-8
C/C(=N\Nc1ccccc1)c1c(O)n(-c2ccccc2)c(=O)[nH]c1=O
  .	7
Cc1ccc2c(c1)C1CN(C)CCC1N2C(=O)Cn1cnc2c1c(=O)n(C)c(=O)n2C (configuration not stated)
  .	18
O=P1(Oc2ccccc2)OCCCS1 (configuration not stated)
  .	-10
CC(=NCCN1CCCCC1)c1c(O)n(-c2ccccc2)c(=O)[nH]c1=O
  .	-7
OC(c1ccccc1)(c1ccc(Cl)cc1)C1CN2CCC1CC2 (configuration not stated)
  .	1
O=c1c2ccccc2nc(/C=C/c2ccc(F)cc2)n1-c1ccccn1
  .	2
O=c1[nH]c(O)c(C=NCCc2ccccc2)c(=O)[nH]1
  .	20
C/C(=N\NC(=O)c1ccncc1)c1c(O)n(-c2ccccc2)c(=O)[nH]c1=O
  .	-4
CN1CCN(/N=C/c2c(O)n(Cc3ccc(F)cc3)c(=O)[nH]c2=O)CC1
  .	2
CC(C)c1ccc(N=Cc2c(O)n(C3CC3)c(=S)[nH]c2=O)cc1
  .	-4
Nc1c(C(=O)NCCN2CCOCC2)c2nc3ccccc3nc2n1Cc1ccccc1
  .	-8
O=C(COc1ccc(Cl)cc1)N(c1ccccc1Cl)C1CN2CCC1CC2 (configuration not stated)
  .	-7
CC(C)Cc1nc(N2CCNCC2)c(C#N)c2c1CCC2
  .	8
CSc1nc(N)c(N=Nc2ccc([As](=O)(O)O)cc2)c(=O)[nH]1
  .	-8

Values run as follows: ROMK mod	S1P3 antagonist
NC(Cc1ccccc1)c1nc(-c2ccccc2)no1 (configuration not stated)
  .	6
O=c1c2ccccc2nc(/C=C\c2ccccc2[N+](=O)[O-])n1-c1ccccc1O
  .	4
CCC(=NCc1cccnc1)c1c(O)n(-c2ccc(C)cc2)c(=O)[nH]c1=O
  .	-10
CCCCn1nc(C)c(C(=O)O)c1Cl
  .	-2
COc1ccc(Cn2c(O)c(/C=N/NC(=O)c3ccncc3)c(=O)[nH]c2=O)cc1
  .	3
O=c1[nH]c(=S)n(-c2ccc(F)cc2)c(O)c1/C=N/N1CCOCC1
  .	7
Cc1ccc(N2C(=O)NC(=O)/C(=C\C=C\c3ccco3)C2=O)cc1
  .	-4
NC(=O)c1ccc(C(=O)Nc2ccc([As](=O)(O)O)cc2)cc1
  .	2
O=c1[nH]c(=S)[nH]c(O)c1N=Nc1cccc(S(=O)(=O)N2CCOCC2)c1
  .	-5
O=c1[nH]c(=O)n(Cc2ccco2)c(O)c1C=NCCN1CCNCC1
  .	-1
COc1ccc(OC)c(N=Cc2c(O)n(Cc3ccccc3)c(=S)[nH]c2=O)c1
  .	-7
CN1CCN(C(=O)Cc2ccccc2)CC1
  .	-2
O=C(Nc1cccc(Cl)c1)OC1CN2CCC1CC2 (configuration not stated)
  .	-5
O=[N+]([O-])c1ccc(-c2ccccc2)c([As](=O)(O)O)c1
  .	2
CN1C(=O)N(C)C(=O)C2(Cc3c(nc4ccccn4c3=O)N3CCC(Cc4ccccc4)CC32)C1=O (configuration not stated)
  .	-22

The list goes on, starting with the last 2 of the part before.
SMILES,ROMK mod,S1P3 antagonist
O=[N+]([O-])c1ccc(-c2ccccc2)c([As](=O)(O)O)c1,.,2
CN1C(=O)N(C)C(=O)C2(Cc3c(nc4ccccn4c3=O)N3CCC(Cc4ccccc4)CC32)C1=O (configuration not stated),.,-22
CCC(=NCC1CCCO1)c1c(O)n(-c2ccccc2C)c(=O)[nH]c1=O (configuration not stated),.,-7
CC12CC[C@H]3[C@@H](CCC4(O)C[C@H](O)CCC34/C=N/NC(=O)Cc3ccccc3)C1(O)CCC2C1=CC(=O)OC1 (some centres not stated),.,-9
C=CCn1c(O)c(/C(CC)=N/NC(=S)Nc2ccccc2)c(=O)[nH]c1=O,.,6
O=C(CCC(=O)N1CCC2(CC1)OCCO2)Nc1nnc(C2CCCCC2)s1,.,7
C=CCn1c(O)c(C(CC)=Nc2ccc(N(C)C)cc2)c(=O)[nH]c1=O,.,-8
O=S(=O)(c1ccc(Cl)cc1Cl)N1CCCC1c1cccnc1 (configuration not stated),.,-1
O=C(Nc1ccc(C(F)(F)F)cc1)OC1CN2CCC1CC2 (configuration not stated),.,5
Cn1c(O)c(C=Nc2ccc3c(c2)CCC3)c(=O)n(C)c1=O,.,-38
COc1ccc(CN2C(=O)NC(=O)/C(=C/c3ccc([N+](=O)[O-])s3)C2=O)cc1,.,-9
CCn1c(O)c(C=NCCN2CCOCC2)c(=O)n(CC)c1=S,.,6

Brought forward from above: 2 entries; new compounds follow.
SMILES,ROMK mod,S1P3 antagonist
COc1ccc(CN2C(=O)NC(=O)/C(=C/c3ccc([N+](=O)[O-])s3)C2=O)cc1,.,-9
CCn1c(O)c(C=NCCN2CCOCC2)c(=O)n(CC)c1=S,.,6
C=CCn1c(O)c(C=NCCCn2ccnc2)c(=O)[nH]c1=O,.,-8
Cc1cc(C=C2C(=O)NC(=O)NC2=O)c(C)n1-c1cccnc1,.,-17
Cc1cc(OCC(=O)Nc2cc(C)nn2-c2ccccn2)c2c3c(c(=O)oc2c1)CCC3,.,-32
CC(=O)OC1N=C(c2ccccc2Cl)c2cc(Br)ccc2N(C)C1=O (configuration not stated),.,8
CCNC(=S)N(C)CCc1cc2c(c(OC)c1C=C1C(=O)N(C)C(=O)N(C)C1=O)OCO2,.,8
C/C(=N\N1CCCCCC1)c1c(O)n(-c2ccccc2C)c(=O)[nH]c1=O,.,-16
C=CCn1c(O)c(/C(C)=N/N2CCN(C)CC2)c(=O)[nH]c1=O,.,-18
COc1ccc(-n2c(O)c(/C(C)=N/Nc3ccccc3)c(=O)[nH]c2=O)cc1,.,11
COc1cccc(CN2CCCC(C(=O)c3ccccc3SC)C2)c1O (configuration not stated),.,-1
COc1ccc(C2CC(c3c(O)n(CCc4ccccc4)c(=O)[nH]c3=O)=NN2)cc1OC (configuration not stated),.,8

SMILES,ROMK mod,S1P3 antagonist
COc1ccc(OC)c(CN2CCCC(C(=O)c3sccc3C)C2)c1 (configuration not stated),.,26
O=C1NC(=O)N(c2ccc3c(c2)OCO3)C(=O)/C1=C\c1ccsc1,-1.2,5
O=C(N/N=C/c1c(O)n(Cc2ccccc2)c(=O)[nH]c1=O)c1ccncc1,-1.1,3
COC12C(COC(N)=O)C3=C(C(=O)C(C)=C(N)C3=O)N1CC1C2N1C (configuration not stated),-0.28,-3
Cc1ccc(/C=C2/C(=O)NC(=O)N(Cc3ccc(F)cc3)C2=O)o1,-1.2,-3
Cc1c(N=Nc2c(O)n(-c3ccc(Br)cc3)c(=O)[nH]c2=O)c(=O)n(-c2ccccc2)n1C,0.091,-9
CC(=NCCCn1ccnc1)c1c(O)n(C2CCCCC2)c(=O)[nH]c1=O,-0.11,-7
CC(=Nc1ccc2c(c1)CCC2)c1c(O)n(-c2ccccc2)c(=O)[nH]c1=O,0.96,11
N#CC(C#N)=NNc1ccc(-n2ccc(C(F)(F)F)n2)cc1,-2.5,44*
c1ccc(-c2cc(-c3ccccc3)[n+](-c3ccccc3)c(-c3ccccc3)c2)cc1,-3.6*,12
O=C1CN=C(c2ccc[nH]2)c2cc(Cl)ccc2N1,0.006,-7
CN1C(=O)NC(=O)/C(=C/c2ccc([N+](=O)[O-])s2)C1=O,-0.34,10
CCOc1ccccc1-n1c(O)c(C=NCCCn2ccnc2)c(=O)[nH]c1=O,-0.065,-11
